Screens from PubChem.
HRas wt GTP bind: changes GTP binding to wildtype human HRas; GST-Ras wt beads, Bodipy-FL-GTP binding, flow cytometry; actives lie on both sides; GTP binding activity, % at 10 µM; 190,000 compounds, 0.14% hits; AID 759;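 active = GTP binding activity at least 20% away from the 100% baseline, either lowered as inhibitor or raised as activator; inconclusive = flagged as likely green fluorescent, judged across all proteins in the well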;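 note: 0% = unlabeled GTP competition control and 100% = no-compound control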
Target sequence (P01112 whole entry, looked up): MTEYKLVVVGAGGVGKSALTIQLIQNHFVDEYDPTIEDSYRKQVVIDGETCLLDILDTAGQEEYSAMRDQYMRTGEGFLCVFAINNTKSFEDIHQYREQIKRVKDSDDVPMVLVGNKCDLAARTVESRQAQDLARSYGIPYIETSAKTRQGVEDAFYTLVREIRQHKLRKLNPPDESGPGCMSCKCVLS
Cdc42 wt GTP: modulators (inhibitors or activators) of GTP binding to human Cdc42 wildtype; P60953; GST-Cdc42 beads, Bodipy-GTP binding, flow cytometry; actives lie on both sides; percent activity (GTP binding), % at 10 µM; 190,000 compounds, 0.2% hits; AID 761;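 active = percent activity GTP binding at least 20 points away from the 100% baseline, either down as inhibitor or up as activator; inconclusive = compound flagged as likely green fluorescent from well-wide comparison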;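 note: median bead fluorescence of bound Bodipy-FL-GTP at 100 nM; 0% = excess unlabeled GTP control and 100% = no compound control; below 100% means less GTP binding so inhibitor and above means activator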
Target sequence (P60953 whole entry, looked up): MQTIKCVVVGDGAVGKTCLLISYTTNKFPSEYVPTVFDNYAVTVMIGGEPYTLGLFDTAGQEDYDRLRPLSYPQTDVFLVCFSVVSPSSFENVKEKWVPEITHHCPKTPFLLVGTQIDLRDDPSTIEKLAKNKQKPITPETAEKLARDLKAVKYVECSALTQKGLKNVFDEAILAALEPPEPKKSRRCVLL
Rac1 act GTP bind: alters GTP binding to activated mutant human Rac1 | 190,000 compounds, 0.11% hits | GST-Rac1 activated beads, fluorescent GTP binding, flow cytometry; actives lie on both sides; 100% means binding = to untreated wells | P63000 | percent activity (GTP binding), % at 10 µM | AID 764;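 active = GTP binding at least 20 percentage points away from the 100% baseline, in either direction, so actives lie on both sides; inconclusive = Compound likely fluorescent itself, or too few beads counted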
Rab7 wt modul: dog Rab7 wildtype GTP binding, inhibitors and activators; GST-Rab7 beads, fluorescent GTP binding, flow cytometry; actives lie on both sides; untreated = 100%, excess cold GTP = 0%; GTP binding activity (percent of control), % at 10 µM; 190,000 compounds, 0.055% hits; AID 758;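 active = fluorescent GTP binding to Rab7 beads changed by at least 20 points from the 100% baseline, either direction, mostly lower; inconclusive = compound itself probably fluorescent, or too few beads counted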;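 note: median green fluorescence of bound Bodipy-FL-GTP per Rab7 bead population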
Pf gametocyte: P. falciparum stage V gametocyte viability inhibition | P. falciparum stage V gametocytes, ATP luminescence, 24 h | inhibition, % at 10.9 µM | 150,000 compounds, 0.065% hits | AID 743093;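 active = inhibition above the mean plus 3 SD of compounds within the control limits, set per campaign, cut at about 38% in these data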;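 note: 0% = DMSO wells and 100% = medium only without gametocytes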
Rac1 wt GTP bind: alters GTP binding to wildtype human Rac1; 190,000 compounds, 0.27% hits; GST-Rac1 beads, fluorescent GTP binding, flow cytometry; actives lie on both sides; 0 = cold GTP competed, 100 = untreated; AID 757; P63000; GTP binding activity (% of control), % at 10 µM;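 active = GTP binding activity at least 20 points away from the 100% control level, either lower or higher; inconclusive = compound flagged as likely green fluorescent, judged across all proteins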
Mcl-1 Bim block: human Bim-Mcl-1 interaction inhibition | Q07820 | Bead-based flow cytometry, Bim peptide-Mcl-1 binding | inhibition, % at 10 µM | 190,000 compounds, 0.1% hits | AID 1009; in the data active = inhibition above about 40%;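 note: 0% = no compound tracer wells and 100% = peptide blocker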
Rab2 wt GTP: changes GTP binding to wildtype dog Rab2A, up or down; GTP binding activity, % at 10 µM; P61105; 190,000 compounds, 0.19% hits; GST-Rab2 wt beads, Bodipy-GTP binding, flow cytometry;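 active = GTP binding activity at least 20 points away from 100%, either lowered or raised; inconclusive = signal likely due to the compound's own green fluorescence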;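 note: 0% = beads with excess unlabeled GTP and 100% = no-compound control corrected for plate trend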
Mcl1 Bid PPI: disrupts binding of human Mcl-1 to Bid peptide. Q07820. TR-FRET Mcl-1/Bid-Dy647 peptide binding, 1536-well. inhibition, % at 21.7 µM. 220,000 compounds, 0.97% hits. AID 1021;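 active = compounds that cut the binding signal by more than half at the single screening dose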;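 note: His-tagged Mcl-1 with europium anti-His antibody binding Bid BH3 peptide; 0% = Mcl-1 plus peptide wells and 100% = peptide-only wells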
Mcl1 Noxa PPI: Mcl-1/Noxa interaction inhibition; inhibition, % at 21.7 µM; Q07820; AID 1022; TR-FRET Mcl-1/Noxa peptide binding, 2 h; 220,000 compounds, 1.5% hits;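 active = compounds that cut the protein-peptide binding signal by more than 50% relative to plate controls in a single-dose test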;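 note: His-tagged Mcl-1 with rhodamine Noxa BH3 peptide and terbium anti-His antibody; 0% = Mcl-1 plus Noxa peptide wells and 100% = peptide-only wells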
RGS8-Gao: human RGS8-Galphao interaction regulation. P09471. multiplexed bead flow cytometry, RGS8-Galphao binding; actives lie on both sides. response (percent of control binding), % at 10 µM. 220,000 compounds, 0.34% hits. AID 1423; in the data active = response below about 60% or above about 140%; inactive = in between;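 note: Galphao activated as the GDP aluminium fluoride complex binding bead-coupled RGS8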
Target sequence (P09471 whole entry, looked up): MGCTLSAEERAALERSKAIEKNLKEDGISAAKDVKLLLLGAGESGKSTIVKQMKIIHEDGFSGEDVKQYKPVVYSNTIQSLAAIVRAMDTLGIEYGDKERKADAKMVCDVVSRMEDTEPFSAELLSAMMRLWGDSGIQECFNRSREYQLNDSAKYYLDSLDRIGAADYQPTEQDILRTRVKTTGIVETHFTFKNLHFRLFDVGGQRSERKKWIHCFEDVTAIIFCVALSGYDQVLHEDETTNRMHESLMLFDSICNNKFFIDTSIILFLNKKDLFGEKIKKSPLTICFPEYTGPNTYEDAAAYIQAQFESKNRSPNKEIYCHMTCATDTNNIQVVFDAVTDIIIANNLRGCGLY
Numbers without * were called inactive; ? = inconclusive; . = not tested or not shown; & = joins results of further samples; [ ] = another dose, or the depositor's remark.

SMILES,Cdc42 wt GTP,Pf gametocyte,Mcl1 Noxa PPI,Mcl1 Bid PPI,Rab7 wt modul,HRas wt GTP bind,Rac1 act GTP bind,Rab2 wt GTP,RGS8-Gao,Mcl-1 Bim block,Rac1 wt GTP bind
C=CCOC(=O)C1=C(C)NC(=O)NC1c1ccc(OC(=O)c2ccco2)c(OC)c1 (stereo not given),98,.,4,-18,107,102,100,102,101,-3,105
CC12CCC(C(=O)N3CCCc4ccccc43)(OC1=O)C2(C)C (stereo not given),106,1,11,-13,102,105,102,100,96,-5,105
c1ccc(OCc2nnc(-c3ccccc3)o2)cc1,97,-17,7,-6,107,102,97,99,99,-26,104
COc1cc2c(cc1OC)C(c1cccc(OC)c1OC)CC(=O)N2 (stereo not given),96,8,2,-17,100,98,95,98,100,6,94
CCOc1ccc(NC(=O)N(CCC(C)C)C(C)c2ccco2)cc1 (stereo not given),99,-2,0,-24,94,96,98,96,101,0,96
COc1ccc(CNc2nc3nc(C)cc(C)n3n2)cc1OC,104,.,-14,-14,98,100,101,100,96,0,104
CC(=O)Nc1ccc(NC(=O)C2CC(=O)N=C(N)S2)cc1 (stereo not given),98,.,11,3,95,97,93,97,110,-3,96
CCOC(=O)C1CCN(C(c2ccc(OC)c(OC)c2)c2sc3nc(C)nn3c2O)CC1 (stereo not given),97,.,-20,-17,99,99,98,98,101,1,98
CN(CC(=O)Nc1nc2ccccc2s1)S(=O)(=O)c1ccc(Br)cc1,99,.,14,26,97,101,96,101,132,-4,99
CON/C=N/C(=S)Nc1ncc(C(F)(F)F)cc1Cl,100,-4,18,-14,96,97,98,96,100,2,102
CCCn1nnnc1NCc1ccc(N2CCCC2)cc1,103,26,30,-46,99,104,103,102,99,0,107
CCOC(=O)c1c(Cc2cccc(Cl)c2)c[nH]c1C,103,0,9,-12,98,101,99,99,104,-10,105
CCCCC(=O)Nc1ccc(C(=O)N2CCN(c3ccccc3OC)CC2)cc1,104,.,10,-36,104,103,100,102,102,0,109
S=C(NCc1ccncc1)Nc1ccccc1,96,-8,10,-42,104,97,97,98,100,-1,100
CCC(=O)Nc1ccc(Cl)c(NC(=O)c2cccc(OC)c2)c1,96,-15,1,-15,105,99,97,99,102,0,96
CCOC(=O)NN1C(=O)c2ccccc2NC1C (stereo not given),97,.,3,-6,106,99,95,98,102,0,98
CCOC(=O)c1sc2nc(COC(=O)c3c(F)cccc3F)[nH]c(=O)c2c1C,100,0,1,6,95,97,96,95,98,0,101
CCCCc1ccc(-c2c(C#N)c(N)nc3c2CCCC3)s1,105,8,-1,-17,96,102,102,99,97,-1,105
CCc1ccc(-c2cc(N)n(-c3ccccc3)n2)cc1,102,16,9,-27,105,100,94,103,102,0,97
Cc1onc(-c2ccccc2)c1C(=O)Nc1ccon1,101,.,-6,-20,100,101,98,100,99,0,100
CCOC(=O)c1ccc(NC(=O)C2=C(C)Nc3nc(CCCO)nn3C2c2cccc(C)c2)cc1 (stereo not given),103,.,14,-13,102,101,97,100,100,-7,103
O=C(COc1ccccc1F)NCC(c1ccco1)N1CCCC1 (stereo not given),97,.,1,-31,100,97,97,101,101,-6,100
N#C/C(=C\Nc1ccc2c(c1)OCCO2)c1nc(-c2ccccc2)cs1,104,11,8,-8,101,102,101,102,104,-8,105
O=C(Nc1ccccc1C(=O)Nc1ccc2c(c1)OCO2)c1cccs1,99,.,-3,-8,99,98,98,98,101,-1,104
CCCc1nn2c(N)c(/C=C3\C=Nc4ccccc43)c(=O)nc2s1,99,-37&-4,7&26,-34&-3,101,99,96,97,109&104,-5,100
Cn1c(-c2cc(Cl)ccc2O)nc2c1c(=O)[nH]c(=O)n2Cc1ccccc1,95,-113,5,-21,96,95,94,94,103,0,98
C=CCn1nc(-c2ccccc2)c(N2CCCCC2)cc1=O,95,.,13,-13,101,97,97,99,102,0,96
O=C(NCCN1C(=O)S/C(=C/c2cccnc2)C1=O)C1CC(=O)N(Cc2ccccc2)C1 (stereo not given),93,4,17,-14,95,96,94,95,100,1,96
Cc1cc2cc3c(cc2nc1SCC(=O)OC(C)C)OCCO3,91,.,-2,4,91,93,93,93,92,-1,90
CC1=C(C(=O)N2CCCCC2)C(c2cccs2)C2=C(CCCC2=O)N1 (stereo not given),98,.,.,.,99,99,98,98,101,3,101
Nc1cccc(Nc2nc(OC(C(F)(F)F)C(F)(F)F)nc(OC(C(F)(F)F)C(F)(F)F)n2)c1,100,.,28,-4,98,99,98,98,101,0,99
O=C(C1CCN(S(=O)(=O)N2CCC3(CC2)OCCO3)CC1)N1CCN(Cc2ccccc2)CC1,106,.,5,-10,99,103,101,101,98,0,104
CCCCOC(=O)c1cc(C)nc2ccc(Br)cc12,99,.,-23,-8,94,98,98,100,97,-4,103
Cc1cc(C)cc(NC(=O)OCCN2CCN(Cc3ccccc3)CCC2=O)c1,106,-17,4,-1,98,101,95,98,105,-1,103
Cc1ccc(CSCC(=O)NCCc2ccccc2)cc1,97,4,-1,-22,105,97,97,102,100,1,101
COc1ccc(C(=O)COC(=O)c2ccc(OC)c(OC)c2)cc1OC,102,11,7,3,101,100,97,100,101,-1,99
Cc1ccc(-c2nnc(N3CCC(C)CC3)c3ccccc23)cc1,94,-5,7,-5,105,98,94,97,103,-1,95
CC12CCC(C(=O)NCc3ccccc3)(OC1=O)C2(C)C (stereo not given),101,.,8,10,104,101,99,101,101,-2,106
CCC(Br)C(=O)Nc1ccc(OC)cc1 (stereo not given),100,.,4,-33,98,98,96,96,100,0,100
C#CCOCCOCCOCCNc1nc(N2CCOCC2)nc(N2CCN(C(=O)[C@H](CCCCN)n3cc([C@@H](N)CC(C)C)nn3)CC2)n1,99,.,11,28,97,99,98,98,99,-4,101
O=C(O)CCN=C1CCCc2ccccc2N1,96,.,-20,-49,98,97,95,98,101,0,97
CCOc1ccc2nc(N(CCN(CC)CC)C(=O)c3cccc([N+](=O)[O-])c3)sc2c1,95,-24,11,-25,104,100,98,97,102,0,100
Cc1oc(-c2cc(F)ccc2F)nc1CN(C)Cc1ccc2nccnc2c1,98,-14,1,-27,108,101,99,101,99,-3,101
Nc1nc(-c2ccccc2)nc2sc3c(c12)CCCC3,96,-3,7,-13,99,95,98,95,103,-3,100
Cc1nn(Cc2ccc(C(=O)Nc3ccccc3F)cc2)c(C)c1Cl,96,.,-6,-15,95,94,97,96,92,-1,95
Cc1ccc2c(c1C)NC(=O)C2(O)CC(=O)c1ccc2c(c1)OCO2 (stereo not given),97,-22,-26,9,103,96,98,95,85,-4,102
CC(C)(Oc1ccc(CCNC(=O)c2ccc(-c3ccccc3)o2)cc1)C(=O)O,96,-23,5,-5,95,94,94,95,100,-7,96
Cc1nnc(SCc2ccccc2Cl)n1CC1CCCO1 (stereo not given),103,.,7,-3,98,103,101,103,98,0,104
O=C(c1cccc(F)c1)N1CCN(Cc2c[nH]c3ccccc23)CC1,104,.,14,8,101,102,101,103,103,0,110
CCOC(=O)C1=C2NC(=O)c3ccccc3N2C(=O)C1,93,14,-1,-29,97,93,97,93,102,-1,93

The list continues:
SMILES,Cdc42 wt GTP,Pf gametocyte,Mcl1 Noxa PPI,Mcl1 Bid PPI,Rab7 wt modul,HRas wt GTP bind,Rac1 act GTP bind,Rab2 wt GTP,RGS8-Gao,Mcl-1 Bim block,Rac1 wt GTP bind
Cn1c(N)c(C(=O)c2cc(-c3ccncc3)nc3ccccc23)c(=O)n(C)c1=O,96,-4,28,-4,102,97,93,96,105,0,96
Cc1c(/C(O)=C2/C(=O)C(=O)N(CCN3CCOCC3)C2c2cccnc2)cnn1-c1ccccc1 (stereo not given),103,-32,8,-15,103,101,99,102,102,-1,104
COC(=O)C1CSC(C(=O)OC)N1C(=O)CN1CC(C)OC(C)C1 (stereo not given),100,-7,-5,1,96,101,97,100,103,5,100
O=C(NC(=S)NCCC1=CCCCC1)c1ccccc1Br,98,9,68*,-53,96,95,96,96,95,-5,97
COC(=O)c1cn(-c2cccc(C)n2)cn1,94,5,-4,-13,98,95,94,98,103,0,92
Cc1csc(Sc2ccc([N+](=O)[O-])cc2C(=O)OCC(=O)NC(=O)NC(C)(C)C)n1,107,-1,3,-13,98,105,100,105,100,.,103
O=C(NNC(=S)Nc1ccccc1)c1ccccc1[N+](=O)[O-],102,.,-17,-146,96,102,101,99,103,-9,103
COc1ccc(CCNC(=O)C2CCCN2C(=O)NC2CCCCC2)cc1OC (stereo not given),141*[activator],.,9,-24,99,122*[activator],114,128*[activator],98,-1,143*[activator]
O=C(Nc1ccccc1)N1CCC(=S)Nc2ccccc21,98,11,10,-92,96,98,98,96,94,2,97
COCCCNS(=O)(=O)c1ccc2c(c1)CCN2C(C)=O,99,.,-2,-17,94,95,97,97,108,-1,99
O=C(CSc1nc2c(c(=O)[nH]1)CCCC2)Nc1ccc(Cl)cc1F,101,.,4,-6,103,101,99,103,100,-2,110
Cc1ccc(-c2nnc(Nc3ccc4c(c3)nc(C)n4C)c3ccccc23)cc1,106,.,21,2,101,103,102,102,100,-1,105
CCOC(=O)c1c(C)n(C)c2ccc(OC)c(NC(=O)CN3CCN(Cc4ccccc4)CC3)c12,107,.,15,-18,96,104,101,105,100,-3,104
COc1ccc(C2=Nn3c(nnc3-c3ccncc3)SC2)cc1,98,32,7,-9,97,97,95,95,82,2,97
O=C(O)CCc1nnc(SCC(=O)Nc2ccc(Br)cc2)[nH]c1=O,?,6,4,3,?,?,?,?,107,0,?
CC(=O)c1cc(-c2ccccc2)n(CC(=O)Nc2cc(C)cc(C)c2)c1C,101,10,-7,8,99,102,100,101,103,1,103
COC(=O)CSc1nnc(CNC(=O)c2cccs2)n1-c1cc(OC)ccc1OC,103,.,-7,-20,103,101,102,103,100,0,107
O=C(O)Cc1ccc(C(=O)c2ccc(Cl)cc2Cl)s1,91,-8,4,-14,93,93,89,91,104,-2,92
Cc1ccccc1OCC(=O)Nc1cccc2nsnc12,99,.,-27,-22,95,96,95,97,102,0,101
Cc1ccc(C)c(NS(=O)(=O)c2ccc3[nH]c(=O)oc3c2)c1,95,8,59*,-57,97,99,97,99,100,0,103
O=C(CSCc1ccc([N+](=O)[O-])cc1)Nc1ccc(S(=O)(=O)N2CCCCCC2)cc1,101,-23,-1,16,101,101,99,102,102,-4,102
